pPAFAH inh: pPAFAH enzyme inhibitors, primary screen, biochemical, fluorescence polarization, human; Platelet-activating factor acetylhydrolase (Homo sapiens), Q13093; inhibition, % at 3.39 µM; 330,000 tested, 1.5% active; AID 463082, 2010; recombinant pPAFAH, FP-rhodamine probe fluorescence polarization;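 active = inhibition above the mean inhibition across the screen plus 3 SD, cut at about 25% in these data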;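 note: inhibitors block binding of the rhodamine activity-based probe so polarization drops; 0% = enzyme with DMSO and 100% = wells lacking pPAFAH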
PREPL inh: PREPL enzyme inhibitors, primary screen, biochemical, fluorescence polarization | Prolyl endopeptidase-like (Homo sapiens), Q4J6C6 | recombinant PREPL, fluorescence polarization activity-based probe | inhibition, % at 5.96 µM | 320,000 tested, 0.68% active | AID 2751, 2010; in the data active = inhibition above about 43%;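 note: 0% = enzyme with DMSO and 100% = wells lacking enzyme; many of its hits are not listed in these tables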
PAD4 FP inh: human PAD4 inhibitors, primary screen, biochemical, fluorescence polarization, 1536-well format | recombinant PAD4, RCA probe fluorescence polarization | inhibition, % at 6.36 µM | 330,000 tested, 0.41% active | AID 485272, 2010;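 active = percent inhibition above a cutoff equal to the mean of all tested compounds plus 3 SD, cut at about 15% in these data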;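 note: 0% = PAD4 with RCA probe and DMSO and 100% = probe without PAD4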
Target sequence (Q9UM07 whole entry, looked up): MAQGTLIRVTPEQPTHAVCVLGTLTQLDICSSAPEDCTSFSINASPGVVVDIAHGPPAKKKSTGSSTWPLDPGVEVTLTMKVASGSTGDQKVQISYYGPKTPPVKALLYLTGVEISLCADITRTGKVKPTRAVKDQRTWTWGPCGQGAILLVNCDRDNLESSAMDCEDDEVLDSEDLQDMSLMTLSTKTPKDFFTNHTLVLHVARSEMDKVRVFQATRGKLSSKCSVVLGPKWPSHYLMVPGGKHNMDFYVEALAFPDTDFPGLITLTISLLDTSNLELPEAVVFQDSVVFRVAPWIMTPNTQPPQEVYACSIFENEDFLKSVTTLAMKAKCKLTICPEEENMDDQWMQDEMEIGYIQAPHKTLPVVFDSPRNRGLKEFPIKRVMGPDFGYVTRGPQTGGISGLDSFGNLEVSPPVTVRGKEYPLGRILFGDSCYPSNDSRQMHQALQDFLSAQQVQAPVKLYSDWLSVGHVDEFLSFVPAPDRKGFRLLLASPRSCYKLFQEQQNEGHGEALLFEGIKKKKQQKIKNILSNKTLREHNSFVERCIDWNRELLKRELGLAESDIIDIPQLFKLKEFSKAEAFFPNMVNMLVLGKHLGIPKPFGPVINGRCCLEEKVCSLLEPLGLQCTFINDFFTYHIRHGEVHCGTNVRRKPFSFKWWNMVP
GSTO1 counter: inhibitors of recombinant GSTO1, primary screen, counter-screen for RBBP9 inhibitor project, biochemical, fluorescence polarization. Glutathione S-transferase omega-1 (Homo sapiens), P78417. activity-based probe fluorescence polarization. inhibition, % at 5.96 µM. 300,000 tested, 1.1% active. AID 1974, 2009;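 active = inhibition above the campaign mean inhibition plus 3 SD, cut at about 35% in these data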;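 note: 0% = GSTO1-1 with DMSO and 100% = wells lacking GSTO1-1 enzyme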
PAFAH1B3 inh: PAFAH1B3 enzyme inhibitors, primary screen, biochemical, fluorescence polarization, human. inhibition, % at 3.39 µM. recombinant PAFAH1B3, FP-rhodamine probe. 340,000 tested, 0.28% active. AID 492972, 2010. Platelet-activating factor acetylhydrolase IB subunit alpha1 (Homo sapiens), Q15102;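 active = inhibition above the screen-wide average of all tested compounds plus 3 SD, cut at about 25% in these data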;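 note: 0% = enzyme with DMSO only and 100% = wells lacking PAFAH1B3 protein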
LYPLA2 counter: LYPLA2 inhibitors, primary screen, counter-screen for PME1 inhibitor project, biochemical, fluorescence polarization, FP-Rh probe ABPP; Acyl-protein thioesterase 2 (Homo sapiens), O95372; recombinant LYPLA2; inhibition, % at 5.9 µM; 320,000 tested, 0.38% active; AID 2177, 2009;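 active = inhibition above the screen-wide mean plus 3 SD, limit set per campaign, cut at about 26% in these data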;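 note: 0% = LYPLA2 with DMSO and 100% = wells lacking LYPLA2 enzyme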
PAFAH1B2 FP inh: PAFAH1B2 enzyme inhibitors, primary screen, biochemical, fluorescence polarization, human | 340,000 tested, 1.2% active | recombinant PAFAH1B2, FP-rhodamine activity probe | inhibition, % at 3.39 µM;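 active = inhibition above the mean of all tested compounds plus 3 SD, cut at about 24% in these data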;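 note: 0% = enzyme with DMSO and 100% = wells lacking PAFAH1B2; many of its hits are not listed in these tables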
Target sequence (P68402 whole entry, looked up): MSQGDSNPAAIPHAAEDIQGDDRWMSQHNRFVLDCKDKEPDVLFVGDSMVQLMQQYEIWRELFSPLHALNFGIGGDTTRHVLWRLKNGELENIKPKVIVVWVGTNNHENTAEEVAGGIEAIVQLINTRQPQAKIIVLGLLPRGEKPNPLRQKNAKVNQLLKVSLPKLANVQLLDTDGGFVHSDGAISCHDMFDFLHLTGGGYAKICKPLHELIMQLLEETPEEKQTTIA
LYPLA1 inh: LYPLA1 inhibitors, primary screen, counter-screen for PME1 inhibitor project, biochemical, fluorescence polarization, FP-Rh probe ABPP | Acyl-protein thioesterase 1 (Homo sapiens), O75608 | recombinant LYPLA1 | inhibition, % at 5.9 µM | 320,000 tested, 0.16% active;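 active = inhibition above the mean of all tested compounds plus 3 SD, set per campaign, cut at about 14% in these data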;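 note: inhibitors block serine hydrolase probe labeling of LYPLA1 so polarization falls; 0% = enzyme with DMSO and 100% = wells lacking LYPLA1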
PAFAH2 FP inh: PAFAH2 enzyme inhibitors, primary screen, biochemical, fluorescence polarization, human; Platelet-activating factor acetylhydrolase 2, cytoplasmic (Homo sapiens), Q99487; inhibition, % at 3.39 µM; 340,000 tested, 0.99% active; recombinant PAFAH2, FP-rhodamine activity probe; AID 492956, 2010;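 active = inhibition above the mean over all tested compounds plus 3 SD, cut at about 30% in these data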;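 note: inhibitors block probe labeling of enzyme so polarization drops; 0% = enzyme with DMSO and 100% = wells lacking PAFAH2 protein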
Starred values were filed as active, the others as inactive; x = no result given. Some of the compounds tested; the hit share may differ from the screen's.

[1] COc1ccc2[nH]cc(CCNS(=O)(=O)c3ccccc3)c2c1
[2] Nc1cc(OC(=O)c2ccccc2Br)nn1S(=O)(=O)c1ccccc1
[3] CCc1ccc(OCCNC(=O)c2ccccc2SCc2ccccc2)cc1
[4] Cc1ccc(NC(=S)N(CCCN2CCOCC2)Cc2cccs2)c(C)c1
[5] Cc1ccc(C2N3CC4([N+](=O)[O-])CN2CC([N+](=O)[O-])(C3)C4(C)C)cc1 (centres undefined)
[6] CCOc1ccc(NC(=O)CN(C)C(=O)CSC(C)C(=O)Nc2cc(C)on2)cc1OCC (centres undefined)
[7] O=C(NCc1cccs1)C1CCN(S(=O)(=O)c2ccc3c(c2)OCCO3)CC1
[8] Cc1ccc(Nc2nnc(SC(C)C(=O)NCC3CCCO3)s2)cc1 (centres undefined)
[9] COCCCNC(=O)Cn1nnc(-c2ccccc2NC(=O)c2ccccc2F)n1
[10] COC(=O)c1cc(OC)nc2c1c(=O)n(C)c(=O)n2C

screen / no.,1,2,3,4,5,6,7,8,9,10
LYPLA2 counter,-2,-8,-8,3,-1,4,9,x,0,-5
LYPLA1 inh,-2,-1,-4,3,-1,-3,0,x,1,2
pPAFAH inh,5,5,11,0,0,-1,-1,3,2,-2
PAFAH1B3 inh,5,5,-3,8,7,4,1,-2,4,-1
PAD4 FP inh,-3,0,5,-1,-6,-1,3,0,5,5
GSTO1 counter,3,7,-6,16,1,2,15,x,1,0
PAFAH1B2 FP inh,5,-1,13,1,3,9,1,8,2,-1
PREPL inh,9,9,-10,16,-20,10,18,19,5,4
PAFAH2 FP inh,2,2,-8,-3,-5,-5,5,-6,5,3

[11] Cc1cc(C)n2nc(CC(=O)NNC(=O)c3ccc(N(C)C)cc3)nc2n1
[12] O=C(COC(=O)CSc1nnc(-c2ccc(Cl)cc2)o1)NCc1ccc2c(c1)OCO2
[13] CCc1ccc(NC(=O)C(=O)NCC2CCCO2)cc1 (centres undefined)
[14] Cc1ccccc1Nc1nnc(SCC(=O)Nc2ccccc2[N+](=O)[O-])s1
[15] CCOC(=O)NC1(C(F)(F)F)C(=O)N(Cc2ccccc2)C2=C1C(=O)CC(C)(C)C2 (centres undefined)
[16] CCC(CO)Oc1cc(NCc2ccc(OC)cc2)c2ncn(C(C)C)c2c1 (centres undefined)
[17] CCOc1ncccc1C(=O)NCc1ccccc1Cl
[18] COc1ccc(NC(=O)CCNC(=O)Cn2ccc3ccccc3c2=O)cc1Cl
[19] COc1ccc(C(=O)CSc2ncn[nH]2)cc1OC
[20] C/C(Cl)=C/Cn1c(NCCCn2ccnc2)nc2c1c(=O)[nH]c(=O)n2C

screen / no.,11,12,13,14,15,16,17,18,19,20
LYPLA2 counter,-1,2,1,2,-9,8,7,4,14,4
LYPLA1 inh,-3,0,-4,-2,-4,6,2,4,3,0
pPAFAH inh,-3,6,-2,13,-2,11,4,1,-4,-1
PAFAH1B3 inh,-2,-3,9,2,4,5,4,0,1,8
PAD4 FP inh,3,-6,2,4,-1,-1,2,2,-3,5
GSTO1 counter,4,3,8,-1,1,x,7,4,-2,1
PAFAH1B2 FP inh,7,-1,4,-1,3,15,1,6,-6,4
PREPL inh,-2,-15,-1,0,2,12,1,1,-12,16
PAFAH2 FP inh,-2,-5,-4,6,-1,8,-10,1,4,-4

[21] Nc1nnn(CC(=O)N/N=C/c2cn[nH]c2-c2ccccc2)n1
[22] CCOC(=O)/C=C/c1ccc(C(F)(F)F)cc1S(=O)(=O)NC(C)(C)C
[23] CCNS(=O)(=O)c1cc(OC)c(Cl)cc1OC
[24] CC(C)(C)OC(=O)N1Cc2ccccc2C[C@H]1C(=O)NCC(=O)NC1CCCCC1
[25] CC(C)(CNC(=O)Cc1ccc(Cl)cc1Cl)N1CCOCC1
[26] CCCCn1c(N)c(N(CCOC)C(=O)c2cccc(S(=O)(=O)N(C)c3ccc(C)cc3)c2)c(=O)[nH]c1=O
[27] CC1=C(C(=O)OC(C)C)C(c2cccs2)C(C(=O)OC(C)C)=C(C)N1
[28] O=C(Oc1ccc(/C=N/O)cc1)c1ccccc1
[29] CSCCC(NC(=O)COc1ccccc1)C(=O)NCc1cccs1 (centres undefined)
[30] Cc1ccnc(NS(=O)(=O)c2ccc(NC(=O)C3CC3)cc2)n1

screen / no.,21,22,23,24,25,26,27,28,29,30
LYPLA2 counter,-2,4,-1,-2,5,-3,5,0,0,-6
LYPLA1 inh,4,-1,-5,-4,1,-2,0,-1,-2,-2
pPAFAH inh,4,2,24,3,4,5,2,8,1,0
PAFAH1B3 inh,6,-2,6,4,-2,3,-2,1,0,0
PAD4 FP inh,-1,-1,3,1,-4,3,-3,1,-5,5
GSTO1 counter,3,-2,-3,-3,0,7,0,7,-2,-1
PAFAH1B2 FP inh,7,8,-4,6,10,7,1,11,-1,-3
PREPL inh,-4,18,1,0,0,-4,-5,9,0,6
PAFAH2 FP inh,12,6,1,3,4,11,1,1,-8,4

Rewritten tab-delimited: part of the list above.
#	Compound	LYPLA2 counter	LYPLA1 inh	pPAFAH inh	PAFAH1B3 inh	PAD4 FP inh	GSTO1 counter	PAFAH1B2 FP inh	PREPL inh	PAFAH2 FP inh
22	CCOC(=O)/C=C/c1ccc(C(F)(F)F)cc1S(=O)(=O)NC(C)(C)C	4	-1	2	-2	-1	-2	8	18	6
23	CCNS(=O)(=O)c1cc(OC)c(Cl)cc1OC	-1	-5	24	6	3	-3	-4	1	1
24	CC(C)(C)OC(=O)N1Cc2ccccc2C[C@H]1C(=O)NCC(=O)NC1CCCCC1	-2	-4	3	4	1	-3	6	0	3
25	CC(C)(CNC(=O)Cc1ccc(Cl)cc1Cl)N1CCOCC1	5	1	4	-2	-4	0	10	0	4
26	CCCCn1c(N)c(N(CCOC)C(=O)c2cccc(S(=O)(=O)N(C)c3ccc(C)cc3)c2)c(=O)[nH]c1=O	-3	-2	5	3	3	7	7	-4	11

Continuation:
[31] CCc1ccc(C(=O)NNC(=O)c2ccc(=O)n(C)n2)cc1
[32] CCC(C)NC(=O)Cn1c(COc2ccc(Cl)cc2Cl)nc2ccccc21 (centres undefined)
[33] COc1ccc(C(O)c2ncc(C(F)(F)F)cc2Cl)cc1 (centres undefined)
[34] Nc1cc(=O)[nH]c(SCC(=O)N2N=C(c3ccc4ccccc4c3)CC2c2ccccc2)n1 (centres undefined)
[35] S=C(NCCN1CCCCC1)Nc1ccccc1
[36] COC(=O)c1sccc1NC(=O)c1ccc(C(C)C)cc1
[37] CSc1ccccc1C(=O)N1CCOCC1
[38] O=[N+]([O-])c1ccc(Cl)c(/C=N/n2c(-c3cccnc3)n[nH]c2=S)c1
[39] CCCCNC(=O)c1ccc2c(=O)n(CCCOCC)c(=S)[nH]c2c1
[40] CCOc1ccc(OCC)c(S(=O)(=O)n2ccnc2C)c1

screen / no.,31,32,33,34,35,36,37,38,39,40
LYPLA2 counter,0,4,-4,-25,0,2,-9,-2,-7,7
LYPLA1 inh,5,-2,-2,-4,2,-3,-3,6,-3,-1
pPAFAH inh,8,6,7,-4,2,2,-3,6,6,7
PAFAH1B3 inh,5,6,3,0,0,7,1,x,1,7
PAD4 FP inh,0,-1,-5,-13,-2,4,5,5,3,4
GSTO1 counter,-1,3,6,-3,1,3,2,32,2,-1
PAFAH1B2 FP inh,4,2,0,-2,3,1,1,x,2,2
PREPL inh,2,13,-3,-64,0,10,25,0,11,13
PAFAH2 FP inh,3,-5,-3,4,-3,-6,1,x,1,0

[41] CCC(=O)c1ccc(OCC(=O)Nc2ccccc2N2CCOCC2)cc1
[42] COc1ccc(N2CCN(Cc3nc4c(c(=O)n(C)c(=O)n4C)n3C(C)C(C)=O)CC2)cc1 (centres undefined)
[43] O=C1NC(=Nc2ccccc2)c2c1cccc2[N+](=O)[O-]
[44] COc1ccc2c(=O)c(-c3ccc4c(c3)OCO4)coc2c1
[45] COc1ccc(CNC(=O)CCCn2c(SCC#N)nc3cc4c(cc3c2=O)OCO4)cc1
[46] CS(=O)(=O)N(CCc1ccccc1)CC(=O)NCc1ccncc1
[47] COc1ccc(/C=C/C(=O)O)cc1S(=O)(=O)N1CCCc2ccccc21
[48] COc1ccc(N2C(=O)CC(N3CCN(C4CCc5ccccc5C4)CC3)C2=O)cc1 (centres undefined)
[49] CCCCC(=O)Nc1nnc(S(=O)(=O)N(C)Cc2ccco2)s1
[50] O=C(NCc1ccc2c(c1)OCO2)c1cc([N+](=O)[O-])ccc1N1CCOCC1

screen / no.,41,42,43,44,45,46,47,48,49,50
LYPLA2 counter,-3,-3,3,-2,-3,1,-7,7,-2,x
LYPLA1 inh,-1,0,-2,-1,-1,-5,-1,2,-2,x
pPAFAH inh,0,-11,5,3,2,-1,5,-7,-2,4
PAFAH1B3 inh,-3,6,5,11,-4,8,8,1,-1,4
PAD4 FP inh,-1,-9,-2,2,2,2,-4,-1,-1,-6
GSTO1 counter,x,-3,-3,-3,0,-3,6,5,0,x
PAFAH1B2 FP inh,1,-2,4,-1,-2,3,3,-1,5,2
PREPL inh,16,21,2,3,2,9,-4,14,-3,15
PAFAH2 FP inh,-5,-6,-7,-4,0,2,3,-9,0,3

[51] O=C(Nc1ccc(N2CCOCC2)cc1)C1(S(=O)(=O)c2ccccc2)CC1
[52] Cc1ccc(-n2nc3c(c2NC(=O)c2ccccc2Br)CS(=O)C3)cc1 (centres undefined)
[53] O=C1NC2(CCCCC2)Oc2ccccc21
[54] O=C(CSCc1nc2c(nnn2Cc2ccc(F)cc2)c(=O)[nH]1)Nc1c(Cl)cc(Cl)cc1Cl
[55] CCC(=O)N1CCN(c2nc(C)nc3sc(C)c(C)c23)CC1
[56] CN1CCN(CC(=O)NC(=O)NC2CCCCC2)CC1
[57] O=C1c2cccc3cccc(c23)C(=O)N1CCc1ccccc1
[58] CC1=C(C#N)C(NC(=O)c2ccco2)(C(F)(F)F)C(=O)N1 (centres undefined)
[59] Cc1cc(C)c(NC(=O)c2ccccc2N(C)S(C)(=O)=O)c(C)c1

screen / no.,51,52,53,54,55,56,57,58,59
LYPLA2 counter,0,0,-5,0,-2,4,-6,5,-1
LYPLA1 inh,1,0,-3,4,0,4,-4,-3,1
pPAFAH inh,-3,-6,-2,-4,4,3,5,5,-1
PAFAH1B3 inh,1,1,2,-1,4,10,-2,4,8
PAD4 FP inh,5,-6,-8,-2,0,-1,-6,4,4
GSTO1 counter,1,4,-5,-10,5,x,3,3,4
PAFAH1B2 FP inh,2,6,10,7,2,4,1,1,1
PREPL inh,8,2,-13,5,0,2,-1,4,4
PAFAH2 FP inh,6,0,4,6,2,6,-5,0,-5

Screening data as filed in PubChem.
